High-throughput results as filed in PubChem.
TbREL1 inh: TbREL1 RNA ligase inhibitors, primary screen, biochemical, FRET fluorescence; TbREL1 RNA ligation; AID 1117264, 2014; inhibition, % at 9.66 µM; actives 0.49% (n = 89,000);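 active = inhibition above the mean inhibition across all screened compounds plus 3 SD, cut at about 11% in these data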;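 also: 0% = plate median of test wells and 100% = NSC42067 control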
Target sequence (P86926 whole entry, looked up): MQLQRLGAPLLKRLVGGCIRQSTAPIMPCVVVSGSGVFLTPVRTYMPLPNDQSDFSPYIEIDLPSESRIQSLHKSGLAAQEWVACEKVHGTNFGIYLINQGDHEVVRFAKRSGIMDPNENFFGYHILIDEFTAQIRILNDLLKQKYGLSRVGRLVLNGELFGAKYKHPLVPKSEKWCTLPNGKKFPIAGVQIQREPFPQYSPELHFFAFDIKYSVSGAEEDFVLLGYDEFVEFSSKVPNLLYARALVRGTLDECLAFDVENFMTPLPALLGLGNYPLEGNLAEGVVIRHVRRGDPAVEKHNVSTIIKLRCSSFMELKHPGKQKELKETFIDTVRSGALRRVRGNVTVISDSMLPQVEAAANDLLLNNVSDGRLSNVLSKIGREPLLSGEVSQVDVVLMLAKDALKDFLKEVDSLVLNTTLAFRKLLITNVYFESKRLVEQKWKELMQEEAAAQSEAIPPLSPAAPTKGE
Starred values were filed as active, the others as inactive. Only part of the results is shown; the hit share may differ from the screen's.

TbREL1 inh | Structure
0 | CCOC(=O)N1CCN(C(=O)CN(C)S(=O)(=O)c2ccc(OCC)cc2)CC1
0 | CC1CN(S(=O)(=O)c2cccc(C(=O)NCc3ccco3)c2)CC(C)O1 (configuration not stated)
-1 | O=C(CCCC(=O)N(CC(=O)NC1CCCCC1)c1ccc(F)cc1)Nc1ccccn1
3 | CCOC(=O)c1c(C)[nH]c(C)c1C(=O)CN1C(=O)NC2(CCC(C)CC2)C1=O (configuration not stated)
-5 | CC1C(C#N)=C(N)OC2=C1C(=O)CC(C)(C)C2 (configuration not stated)
1 | CCOC(=O)c1ccc(N2C(=O)c3n[nH]c(C)c3C2c2ccccc2)cc1 (configuration not stated)
3 | CN(C)C(=O)CN1C(=O)C2CCCCN2C(=O)c2ccccc21 (configuration not stated)
0 | COC(=O)c1ccccc1NC(=O)N1c2ccccc2CC1C (configuration not stated)
5 | COc1ccccc1NS(=O)(=O)c1cc(NC(=O)C2CCCC2)ccc1N1CCOCC1
3 | COC(=O)c1sccc1NC(=O)CC1C(=O)NCCN1C(=O)c1ccc(C)c(C)c1 (configuration not stated)
2 | CCN(CC)CCCNC(=O)c1cc2c(=O)n(C)c3ccccc3c2n1C
3 | Cc1ccccc1-n1c(CSC(=N)N)nc2ccccc2c1=O
3 | COc1ccc2c(c1)CCC/C2=N\NC(=O)c1ccoc1C
-2 | COc1cccc(C(=O)N(C)c2nnc(-c3ccncc3)s2)c1
2 | CC(C)n1cnc2c(Nc3ccc(C(=O)O)cc3)nc(Cl)nc21
4 | O=C1/C(=C\c2ccc(Cl)c(Cl)c2)CN(C(=O)CCN2CCOCC2)C/C1=C/c1ccc(Cl)c(Cl)c1
-5 | Cc1nn(-c2ccccc2)c(/N=C/c2ccccc2O)c1-c1ccccc1
4 | COc1ccc(N2CCN(C(=O)CSc3ncnc4c3cnn4-c3ccc(OC)cc3)CC2)cc1
1 | O=C(NCc1ccncc1)C12CC3CC(CC(Cl)(C3)C1)C2
-1 | Cc1cnc(NC(=O)CSCc2c(C)noc2C)s1
10 | CCOC(=O)C1CCN(Cc2coc3ccc(Cl)cc3c2=O)CC1
1 | Cc1ccc(NC(=O)COC(=O)c2ccc3c(c2)NC(=O)C2CCCN32)cc1 (configuration not stated)
0 | O=C(NC1CCCCC1)C(c1cccnc1)N(C(=O)c1csnn1)c1ccccc1 (configuration not stated)
-3 | COc1ccc(CC(=O)OCN2C(=O)c3ccccc3C2=O)cc1OC
3 | CCOC(=O)c1cnc(-n2nc(C)cc2C)nc1NC1CCCC1
3 | Cn1c2c(c(=O)n(C)c1=O)C1c3ccccc3OCC1C(C)(C)O2 (configuration not stated)
0 | O=C(CC(=O)NC1CCCCC1)N/N=C/c1ccc(Cl)cc1
6 | CN1CCN(C2Cc3ccc(F)cc3Sc3cc(F)c(Cl)cc32)CC1 (configuration not stated)
-4 | C(=C\c1ccccc1)/CN1CCN(C(c2cccc3ccccc23)c2nnnn2Cc2ccccc2)CC1 (configuration not stated)
1 | O=C(CSc1nnnn1-c1ccccc1)Nc1nsc(-c2ccc(Cl)cc2)n1
0 | Cc1cc(C)cc(NC(=O)CSc2nc(=O)n3cc(C)ccc3n2)c1
0 | CC1CN(C(=O)CCC(=O)NC2CCCCC2)c2ccccc2S1 (configuration not stated)
-3 | CC(C)Oc1ccc(CN2CCC2(C)C(=O)Nc2ccc3c(c2)OCO3)cc1 (configuration not stated)
0 | Cc1c(NC(=O)CSc2ccc(Cl)cc2)cccc1-c1nc2cc(Cl)ccc2o1
1 | O=C(NC1CCCC1)C1CCCN(C(=O)Nc2ccccc2)C1 (configuration not stated)
5 | COc1cc(CSc2ncn[nH]2)c(OC)cc1CSc1ncn[nH]1
-5 | COc1cccc(N2CCN(c3ccc4nnc(CCC(=O)Nc5ccccc5OC)n4n3)CC2)c1
-1 | O=C(c1cccc(F)c1)n1ccc2ccc(-c3ccc4ccn(Cc5ccccc5)c4c3)cc21
-1 | COc1cccc(OC)c1OCC(O)CN1CCN(c2ccccc2)CC1 (configuration not stated)
5 | CC(C)CCC(C)NC(=O)C1CCN(S(=O)(=O)/C=C/c2ccccc2)CC1 (configuration not stated)
1 | O=C(Nc1cc2c(cc1C(=O)O)OCCCO2)c1ccc(C(F)(F)F)cc1
-2 | CCCCS/C(N)=N/N=C/c1ccccc1O
-2 | CCOc1ccc(NC(C)C(=O)N/N=C/c2cccs2)cc1 (configuration not stated)
5 | CCCN(CC(=O)Nc1ccccc1C)C(=O)/C=C/c1ccc(OCC)c(OC)c1
-3 | N#Cc1nc(COc2cccc(Cl)c2)oc1NCc1ccncc1
2 | O=C(COC(=O)CNC(=O)c1ccc(Br)o1)Nc1ccccc1OC(F)F
-1 | O=C(CCC1CCCCC1)Nc1c[nH]c(=O)[nH]c1=O
-4 | CN(Cc1cn(Cc2ccc(F)cc2)nn1)C1CN(Cc2cn(Cc3ccc(F)cc3)nn2)S(=O)(=O)C1 (configuration not stated)
1 | O=C(COc1ccc(Cl)cc1)NNC(=O)c1ccccc1C(=O)O
-1 | COc1ccc(S(=O)(=O)N2CCCCCC2)cc1NC(C)C(=O)Nc1ccc(NC(C)=O)cc1 (configuration not stated)
2 | CCOc1ccc2nc(NC(=O)C3=NNC(=O)CC3)sc2c1
-1 | Cc1nc2oc3c(NCC4CCCO4)ncnc3c2c2c1COC(C)(C)C2 (configuration not stated)
5 | Cc1ccc2c(=O)[nH]c(Cc3ccccc3C(=O)O)nc2c1
5 | O=S(=O)(c1ccc2ccccc2c1)N1CCN(C(=S)Nc2ccc(F)c(Cl)c2)CC1
-2 | Cc1ccc2nc(-c3ccc(NC(=O)CSc4nnc(Cc5cccs5)n4C)cc3)sc2c1
1 | COC(=O)[C@@]12CCCCN1[C@H](c1ccc(SC3CCCCC3)cc1)[C@@H]1C(=O)N(C)C(=O)[C@@H]12
-1 | Cc1csc(NC(=O)c2cc(C)on2)n1
-2 | Cn1c(=O)c2c(nc(Sc3ncnn3CC(=O)N3CCOCC3)n2C)n(C)c1=O
1 | CCN(Cc1cccc(OC)c1)CC1CCCN(CCc2cccc(OC)c2)C1 (configuration not stated)
8 | CCCOC(=O)c1ccc(Oc2cn[nH]c2-c2ccc(OCC(=O)NN)cc2O)cc1

(further entries)
TbREL1 inh | Structure
1 | CCCC(c1nnnn1CS(=O)(=O)c1ccc(C)cc1)N1CCN(c2ccccc2)CC1 (configuration not stated)
7 | COC(=O)c1sc2cnccc2c1N
1 | COC(=O)[C@]12C[C@H](CC(=O)N3CCSCC3)C(=O)N(Cc3ccc(Cl)cc3Cl)C1=C[C@H](C1CCCC1)O[C@@H]2C
3 | Cc1ccc(Cl)c(OCC(=O)NN2CCN(C)CC2)c1
0 | Cc1ccccc1-n1c(=O)[nH]c(=O)c2c(N)c(C(=O)c3ccc(Cl)cc3)sc21
-3 | CN(CC(=O)NCCc1ccc(Cl)cc1)S(=O)(=O)c1ccc2c(c1)c(=O)n(C)c(=O)n2C
-1 | CN(C)S(=O)(=O)c1ccc(C(=O)NCCN=C2NS(=O)(=O)c3ccccc32)cc1
5 | CCOc1ccc(-c2nnn(CCC(=O)O)n2)cc1OC
4 | COCCNC(=O)c1onc(CSc2cc(C)ccc2C)c1C(=O)O
0 | C=CCc1cccc2cc(C(=O)N(CC)CC)c(=O)oc12
-2 | CCCN1CCC(=O)N(CCSc2ccc(OC)cc2)CC1
-1 | COc1cccc(CC(NC(C)=O)C(=O)NC2CCN(c3c(Cc4ccccc4)c(C)nc4ncnn34)CC2)c1OC (configuration not stated)
5 | CCC1(c2ccccc2)ON(c2c(Br)cccc2Br)C1=O (configuration not stated)
0 | FC(F)(F)c1nc(-c2ccncc2)ncc1-c1nnnn1-c1ccccc1
0 | Cc1ccc(NC(=O)c2ccccc2OCC(=O)c2ccccc2)cc1
6 | O=C(O)CCN1c2cccc3cccc(c23)S1(=O)=O
5 | COc1ccccc1CNC(=O)NCCCN1CCN(c2ccc(F)cc2)CC1
-1 | CCn1c(SCC(=O)NNC(=O)c2ccc(C)cc2)nnc1-c1ccncc1
4 | O=S(=O)(NCCc1ccccc1)c1ccc(Br)s1
4 | O=C(Cn1cnc2cc([N+](=O)[O-])ccc2c1=O)Nc1cccc(S(=O)(=O)N2CCCCC2)c1
-1 | Cc1ccc(Cn2nc(C)c(C(=O)NCC(c3cccs3)N3CCOCC3)c2Cl)cc1 (configuration not stated)
-5 | CC(C)C[C@@H](CN1CCC[C@H]1CN1C(=O)C(=O)NC[C@@H]1Cc1ccccc1)N1C[C@H](Cc2ccc(O)cc2)N(CC2CCCCCC2)C(=O)C1=O
-4 | CC1C/C(=N/N=C2/NC(=O)CS2)CC(C)(C)C1 (configuration not stated)
3 | COC(=O)[C@]12C[C@H](CC(=O)N3CCSCC3)C(=O)N(Cc3ccc(Cl)cc3Cl)C1=C[C@H](C(C)C)O[C@@H]2C1CC1
0 | COc1ccccc1NC(=O)C1=C(C)Nc2nc(-c3cccs3)nn2C1c1cccnc1 (configuration not stated)
0 | CC(=O)c1cc(OC(=O)N2CCOCC2)ccc1OC(=O)N1CCOCC1
0 | O=C(N/N=C/c1ccncc1)c1ccc(OCc2ccccc2)cc1
-3 | CC1CN(c2nc3c(c(=O)[nH]c(=O)n3C)n2Cc2ccccc2F)CC(C)O1 (configuration not stated)
0 | Cc1ccc(-c2ccc(CN3C(CC(C)C)C(=O)N(Cc4cn(CCC5OCCCO5)nn4)CCS3(=O)=O)cc2)cc1 (configuration not stated)
0 | O=C(O)Cn1nc(-c2ccccc2)oc1=O
3 | CC(=O)Nc1ccc(S(=O)(=O)N2CCN(CCC#N)CC2)cc1
-2 | Cc1c(Br)c([N+](=O)[O-])nn1CC(=O)NC1CCCCCC1
2 | CN(C#N)c1nc(Cl)nc(Nc2cccc(Cl)c2)n1
-3 | COc1ccc(CNC(=O)Nc2cccs2)cc1OC
-1 | CN(C)c1ccc(/C=N/NC(=O)c2ccco2)cc1
-1 | COc1cccc(CNc2ncnc3cc(OC)c(OC)cc23)c1
-5 | Cc1c(C(=O)OCC(=O)Nc2ccc(N3CCOCC3)cc2)oc2ccccc12
7 | O=C(N/N=C/c1ccncc1)c1ccc(NC(=O)c2cccc(Cl)c2)cc1
0 | COc1ccc(S(=O)(=O)N2CCC(C(=O)NCc3ccncc3)CC2)cc1C
0 | Cc1cccc(C)c1NC(=O)NC1(C(=O)NCc2ccncc2)CCCCC1
-2 | Nc1ccn([C@@H]2O[C@H](C(=O)NCC(F)(F)F)[C@@H](O)[C@H]2O)c(=O)n1
-1 | CCC(C)(C)NC(=O)C(c1ccncc1)N(Cc1ccc(C)cc1)C(=O)c1csnn1 (configuration not stated)
1 | Nc1ccc(C(=O)Nc2cccc3ncccc23)cc1
2 | O=C(N/C(=C/c1ccccc1F)C(=O)N1CCCCC1)c1ccccc1
2 | CN(c1ccc(NC(=O)CCc2cn(Cc3ccc(Br)cc3)c3ccccc23)cc1)c1ccccn1
-1 | CSc1cccc(NC(=O)CCC(=O)O)c1
3 | CCn1c(CNC(=O)c2ccc(OC)cc2)nnc1SC
5 | C#CCOCCOCCOCCNc1nc(N2CCN(C(=O)C(Cc3ccc(O)cc3)n3cc(C(N)CC(C)C)nn3)CC2)nc(N2CCN(C(=O)C(Cc3ccc(O)cc3)n3cc(C(N)C(C)CC)nn3)CC2)n1 (configuration not stated)
-3 | CCN(C(=O)COC(=O)c1ccc2[nH]c3c(c2c1)CCCC3)C1CCS(=O)(=O)C1 (configuration not stated)
0 | O=C(c1cc(COc2ccc3ncccc3c2)on1)N1CCCC1
-1 | CSc1ccc(/C=N/N2CCN(C)CC2)cc1
6 | NCc1csc(Nc2nncc3ccccc23)n1
0 | O=C(c1cccc(C(F)(F)F)c1)C1CCCN(C(=O)C2CCOCC2)C1 (configuration not stated)
1 | O=c1oc2ccccc2c(O)c1Sc1ccc(Cl)cc1
-2 | COc1ccc(NS(=O)(=O)c2ccc(OC)c(OC)c2)cc1OC
-2 | Cc1ccc(/C=C/C(=O)OCC(=O)Nc2cccnc2Cl)cc1
1 | Clc1ccc(-c2nc3ncccn3c2Nc2ccc3c(c2)OCO3)cc1
